SIRT5 block: SIRT5 desuccinylase inhibitors, primary screen, biochemical, fluorescence imaging, single point, set 5; NAD-dependent protein deacylase sirtuin-5, mitochondrial (Homo sapiens), Q9NXA8; Purified SirT5, succinyl-peptide AMC, trypsin-coupled fluorescence; inhibition, % at 15 µM; 330,000 tested, 1.1% active; AID 652115, 2013; in the data active = inhibition above about 15%
ERAP1 inh: human ERAP1 aminopeptidase inhibitors, primary screen, biochemical, single point, plate reader; recombinant ERAP1, Leu-AMC fluorescence, 60 min; inhibition, % at 10.7 µM; 340,000 tested, 0.15% active; AID 652197, 2013;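 active = mean replicate inhibition of at least 30%, or all replicates individually reaching that 30% level; inactive = mean below 30% and not every replicate reaching it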;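 note: 0% = neutral control wells and 100% = L-leucinethiol positive control wells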
Target sequence (Q9NZ08 whole entry, looked up): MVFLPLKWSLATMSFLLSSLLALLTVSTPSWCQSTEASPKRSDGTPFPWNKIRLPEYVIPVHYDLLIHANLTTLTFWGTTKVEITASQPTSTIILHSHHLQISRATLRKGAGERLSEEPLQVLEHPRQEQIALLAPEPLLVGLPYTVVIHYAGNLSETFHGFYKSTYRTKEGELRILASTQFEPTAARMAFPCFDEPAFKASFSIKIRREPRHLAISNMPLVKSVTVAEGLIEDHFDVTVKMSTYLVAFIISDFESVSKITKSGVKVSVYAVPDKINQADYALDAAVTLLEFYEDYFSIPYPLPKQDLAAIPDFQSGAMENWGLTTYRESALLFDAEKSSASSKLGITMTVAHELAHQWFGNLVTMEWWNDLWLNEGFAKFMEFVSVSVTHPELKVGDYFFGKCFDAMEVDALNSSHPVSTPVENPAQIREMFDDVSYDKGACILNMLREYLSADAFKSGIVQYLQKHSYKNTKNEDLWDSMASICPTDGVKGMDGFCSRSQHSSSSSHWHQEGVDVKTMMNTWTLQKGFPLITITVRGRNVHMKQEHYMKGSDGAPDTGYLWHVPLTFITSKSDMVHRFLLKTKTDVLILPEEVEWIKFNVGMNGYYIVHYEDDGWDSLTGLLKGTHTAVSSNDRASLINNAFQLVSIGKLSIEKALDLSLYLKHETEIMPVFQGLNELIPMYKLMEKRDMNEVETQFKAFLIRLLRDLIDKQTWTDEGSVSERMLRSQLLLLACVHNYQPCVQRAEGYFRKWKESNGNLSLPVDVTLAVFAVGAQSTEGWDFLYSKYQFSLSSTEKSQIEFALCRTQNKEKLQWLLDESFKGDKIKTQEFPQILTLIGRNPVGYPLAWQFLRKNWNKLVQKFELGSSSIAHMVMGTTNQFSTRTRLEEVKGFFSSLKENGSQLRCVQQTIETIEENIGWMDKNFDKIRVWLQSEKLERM
LGR2 inh: inhibitors of bursicon-induced LGR2 CRE-luciferase signal, primary screen, cell-based, HEK293, CRE-luciferase reporter, bursicon stimulation | Drosophila bursicon receptor LGR2 (rickets) | bursicon-stimulated, 4 h | inhibition, % at 9.99 µM | 380,000 tested, 0.35% active | AID 720647, 2013;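 active = drop in luminescence signal, shown as inhibition above about 50% in the replicate tests, limit read from the data, passing the limit was not always enough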;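 note: agonist challenge used bursicon conditioned medium at about half maximal strength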
XiGFP reactiv: activators of inactive X chromosome reactivation, primary screen, imaging, XiGFP fibroblasts, GFP high-content imaging, set 2; XiGFP mouse fibroblasts, % GFP-positive cells imaging, 3 d; cells co-treated with 5-aza-dC sensitizer; scaled so ellipticine positive control = 100%; 360,000 tested, 0.055% active; activation, % at 7.58 µM; AID 743238, 2013;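 active = mean normalized replicate activation at least 10% and every replicate at or above 10%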;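 note: 0% = median of on-plate neutral control wells and 100% = ellipticine 6 µM median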
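System: 68-5-11 XiGFP fibroblast line; Timing: 3 days compound exposure; Compound dosing: one concentration, pinned; Benchmarks: positive control ellipticine, 6 µM final; Buffer or medium: DMEM containing 5-aza-dC.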
Statin myotox sup: suppressors of statin myotoxicity in C2C12 myotubes, primary screen, cell-based, single point, plate reader. C2C12 myotubes + simvastatin, ATP luminescence, 48 h; scaled: DMSO 0, geranylgeraniol control 100. rescue of ATP level, % at 7.49 µM. 330,000 tested, 0.78% active. AID 602340, 2012;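 active = mean ATP rescue above about 67%, or every replicate alone reaching that limit, limit read from the data, passing the limit was not always enough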;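 note: myotubes were challenged with 10 µM simvastatin during compound exposure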
S100A4 MyoIIA: inhibitors of S100A4-myosin IIA peptide binding, primary screen, biochemical, fluorescence polarization, TAMRA-MyoIIA peptide. Protein S100-A4 (Homo sapiens), P26447. inhibition, % at 10.7 µM. 360,000 tested, 0.14% active;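 active = mean inhibition of at least 70% across replicates, with every replicate also reaching that level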
Target sequence (P26447 whole entry, looked up): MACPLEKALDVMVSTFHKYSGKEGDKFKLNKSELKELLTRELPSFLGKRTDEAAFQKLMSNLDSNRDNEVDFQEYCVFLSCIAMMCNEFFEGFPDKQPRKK
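Material: S100A4 monomer (human). Medium: Calcium-containing HEPES buffer, pH 7.2. Probe or stimulus: labelled myosin peptide probe, 5 nM. Compound dosing: one concentration per compound. Timing: polarization read 5 min after assay mix addition, stable 5–60 min. Benchmarks: DMSO as neutral control, TFP as positive control.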
Cneo AK release: Cryptococcus neoformans cell lysis inducers, primary screen, AK release luminescence, single concentration; 360,000 tested, 0.2% active; C. neoformans lysis, adenylate kinase release luminescence, 4 h; normalised: neutral wells 0, clomiphene wells 100; lysis activity, % at 15 µM;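 active = mean lysis activity across replicates of at least 80%, whatever share of replicates individually reach that level; inactive = mean lysis activity below 80%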
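Test system: log-phase Cryptococcus neoformans yeast cells; Quantity: yeast cell density of 5 × 10^6 cells/mL; Buffer or medium: YPD; Doses: single compound concentration per well; Timing: 4 h at 37 °C static, read 1 h later; Measured by: AK luminescence; Read-out basis: lysis from increased AK signal; Control set: Clomiphene as positive control.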
PGC1a acetyl inh: inhibitors of PGC1a acetylation signal, primary screen, cell-based, U2OS, AlphaScreen, inhibitor mode | AlphaScreen anti-acetyl-lysine; with virally co-expressed GCN5 acetyltransferase | inhibition, % at 15.6 µM | 350,000 tested, 0.17% active | AID 651687, 2012;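 active = every replicate shows inhibition of at least 40%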;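 note: 0% = neutral control wells and 100% = positive control wells; some results beyond the cut were filed as inactive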
An asterisk follows results filed as active; nt = not tested or not shown; & = joins results of further samples.

SMILES	SIRT5 block	ERAP1 inh	LGR2 inh	XiGFP reactiv	Statin myotox sup	S100A4 MyoIIA	Cneo AK release	PGC1a acetyl inh
C[C@H](CO)N1C[C@H](C)[C@@H](CN(C)C(=O)c2cc(-c3ccccc3)on2)OCc2cnnn2CCCC1=O	1&-2	-3&1	-14&6	0.3	7&1&2	-2&17	1&2	-6&2
CC1=C(C(=O)N2CCOCC2)C(c2ccc(Br)cc2)NC(=S)N1c1ccccc1 (stereo not drawn)	-4	19	-30	-0.2	nt	0	nt	-7
CC(C)(C)NC(=O)c1ccc2nsnc2c1	nt	-3	-4	-0.1	nt	-2	nt	nt
COc1ccc(CNC(=O)C2CCN(C(=O)c3csc(Nc4ccc(C)cc4)n3)CC2)cc1	-3	1	11	0.6	-27	-7	2	nt
C[C@H](CO)N1C[C@H](C)[C@@H](CN(C)Cc2ccc(Oc3ccccc3)cc2)OCc2ccccc2-c2ccccc2C1=O	1	0	1	0.5	nt	8	nt	-9
C=CCN(c1ccccc1OC)S(=O)(=O)c1cccc(C(=O)OC2CCOC2=O)c1 (stereo not drawn)	nt	-2	-10	0.0	114*	14	1	4
CN1C(=O)c2cccc3c(N(C)C)ccc(c23)C1=O	-2	1	7	0.0	2	-3	-3	6
C[C@@H]1CCCCO[C@H](CN(C)Cc2ccc(Cl)c(Cl)c2)[C@@H](C)CN([C@@H](C)CO)C(=O)c2cc(NC(=O)Cc3ccccc3)ccc2O1	6	-3	-9	0.0	13	5	0	nt
O=C(CN1CCN(Cc2ccccc2F)C1=O)NCc1cccnc1	4	1	-9	0.3	8	-2	2	1
O=C(NC1CCC1)[C@H]1[C@H](CO)[C@H]2Cn3c(ccc(-c4ccccc4)c3=O)[C@@H]1N2CC1CC1	-4	1	2	0.2	21	17	2	nt
Cc1ccc(S(=O)(=O)NCC[C@H]2CC[C@@H](NC(=O)c3cccc(F)c3)[C@@H](CO)O2)cc1	-1	4	-3	-0.3	0	-2	24	-3
O=C(O)c1c[nH]c2ccc(F)cc2c1=O	3	6	17	0.1	0	-2	-3	nt
CCOC(=O)c1sc2nc(NC(=O)C3CC3)sc2c1C	-5	-2	-38	0.0	4	-5	-1	-5
COc1ccc(N2CC(C(=O)N[C@@H](C)C(=O)NCCc3ccccc3)CC2=O)cc1 (stereo partly drawn)	-2	1	2	-0.1	27	2	2	3
Cc1c(C(=S)Nc2ccccc2)cnn1-c1ccccc1	nt	nt	-37	0.0	nt	nt	-1	-2
Cc1ccc(-c2cnc3c(c2)C(=O)N([C@@H](C)CO)C[C@H](C)[C@@H](CN(C)C(=O)c2ccccc2)O3)cc1	1	5	12	-0.8	32	6	-1	2
COc1ccc(N(CC(=O)NCc2ccco2)C(=O)CCC(=O)Nc2nccs2)c(OC)c1	-10	-2	16	0.2	1	1	-2	9
O=C(NCc1nc2ccccc2[nH]1)C1=C[C@H](C2CC2)C[C@H](OCCCCO)O1	0	0&-1	8	0.0	4	24&-1	-4	5
COc1ccc(CC(O)COS(N)(=O)=O)cc1 (stereo not drawn)	nt	2	5	0.1	-11	5	-4	nt
Cc1ccc(C(=O)Cn2nnc(-c3cccs3)n2)cc1	-3	0	-30	-0.1	15	5	nt	-6
C[C@@H]1CCCCO[C@H](CN(C)Cc2ccc3c(c2)OCO3)[C@@H](C)CN([C@H](C)CO)C(=O)c2cc(NC(=O)NC3CCCCC3)ccc2O1	-4	3	18	0.2	nt	13	0	1
COc1ccc(S(=O)(=O)N(C)C[C@@H]2Oc3ccc(NC(=O)Nc4ccccc4)cc3CC(=O)N([C@@H](C)CO)C[C@@H]2C)cc1	2	1	12	-0.1	-10	-6	3	0
CCC(=O)N1CCCCN2[C@H](CO)[C@H](c3ccc(C#Cc4ccccc4)cc3)[C@H]2C1	-1	-2	5	0.1	nt	-18	3	-18
CC(C)NC(=O)N(C)C[C@@H]1OCCCC[C@H](C)Oc2ccc(NC(=O)Nc3ccccc3)cc2C(=O)N([C@@H](C)CO)C[C@H]1C	2	-2	4	0.0	nt	6	1	0
COc1ccccc1N1CCN(Cc2cc(=O)oc3cc(C)ccc23)CC1	0	-2	-8	-0.2	-5	-4	1	-9
C[C@H](CO)N1C[C@H](C)[C@H](CN(C)S(=O)(=O)c2ccccc2)OCCCC[C@H](C)Oc2ccc(NC(=O)Nc3cccc4ccccc34)cc2C1=O	1	-5	-6	-0.1	nt	-7	-1	-2
CCOC(=O)C1C(=O)NC(SCC(=O)OC)=C(C#N)C1c1ccccc1OCC (stereo not drawn)	2	2	-5	nt	5	7	-3	-7
Cc1ccc(-c2ccc(/C=C(\C#N)C(N)=S)o2)c([N+](=O)[O-])c1	2	-7	nt	0.1	nt	29	nt	-2
C[C@H](CO)N1C[C@H](C)[C@@H](CN(C)Cc2cccc3c2OCCCO3)OCc2cnnn2CCCC1=O	-4&0	-4	-1&-6	0.2&0.4	1&-7&-5	-4&-8	5&-2	-5&5&-3
CN1C(=O)N(C)C2(c3ccccc3)NNC(N)=NC12c1ccccc1 (stereo not drawn)	-3	-2	-11	0.3	nt	3	0	4
CC(C)OCCCn1c(NN)nc2ccccc2c1=O	-2	-13	-19	-0.1	nt	-1	nt	nt
Cc1nc2ccccn2c1C(=O)NNS(=O)(=O)c1ccc(Cl)cc1	-2	-2	-3	7.0	nt	-3	nt	nt
CCOc1ccccc1N1CCN(C(=S)NCc2ccc(Cl)cc2)CC1	-1	2	-7	0.0	20	-3	1	-8
CCOc1ccc(-c2cccc(NS(=O)(=O)c3cc([N+](=O)[O-])ccc3Cl)c2)nn1	0	3	-6	0.2	2	-9	1	-13
COCC(=O)Nc1ccc2c(c1)OC[C@H](C)N(C)C[C@H](C)[C@H](OC)CN(C)C2=O	-5	1	9	0.1	4	-1	0	3
O=C(CSc1ncnc2ccccc12)c1ccc2c(c1)OCCO2	-5	-2	-104	0.0	nt	-8	-1	-12
CCNC(=O)C[C@H]1CC[C@@H]2[C@H](COC[C@H](O)CN2C(=O)c2ccccn2)O1	nt	nt	10	0.0	2	nt	-1	9
COc1ccc2[nH]c3c(c2c1)CCN1C(=O)N([C@@H](C)C(=O)NCc2ccc(F)cc2)C(=O)[C@]31C	nt	nt	nt	nt	10	3	0	-7
Cc1ccc(N2C(S)=C(C#N)C(=O)NC23CCCCC3)cc1	nt	nt	-5	0.2	nt	nt	-9	-4
O=C1/C(=C/c2cccnc2)SC(=S)N1NS(=O)(=O)c1ccccc1	-6	6	1	0.1	-9	-5	1	-2
C[C@H]1CN([C@@H](C)CO)C(=O)c2cc(NC(=O)Cn3cnnn3)ccc2O[C@@H]1CN(C)C	-2	0	-39	-1.3	3	3	0	-2
CCCc1cc(=O)[nH]c(SCC(=O)Nc2sc3c(c2C#N)CCC(C)C3)n1 (stereo not drawn)	-3	14	-32	0.3	3	-9	-5	0
O=C(COC(=O)/C=C/c1ccccc1[N+](=O)[O-])Nc1ccc(OCc2ccccc2)cc1	-1	0	nt	0.0	nt	5	nt	nt
CC(C)C[C@H]1CNC(=O)C(=O)N1C[C@@H]1CCCN1C[C@H](CC(C)C)N1C[C@H](Cc2ccccc2)N(CCc2ccccc2)C(=O)C1=O	-2	nt	6	0.2	nt	2	nt	nt
COc1cccc(CSC(C(=O)O)c2ccccc2)c1 (stereo not drawn)	-3	-2	6	0.2	-4	3	0	3
CC1C(=O)N(Cc2cn(CCC3OCCO3)nn2)CCS(=O)(=O)N1Cc1ccc(-c2ccccc2)cc1 (stereo not drawn)	-1	1	nt	0.0	2	0	2	2
CCCCn1c(N)c(N(CC)C(=O)c2ccc(N(C)S(=O)(=O)c3ccc(C)cc3)cc2)c(=O)[nH]c1=O	1	2	-14	0.5	nt	-3	nt	nt
O=C(CN(c1ccccn1)S(=O)(=O)c1ccccc1)Nc1ccccc1	-4	0	-9	0.1	nt	-2	nt	nt
O=C(CCC(=O)N1CCN(S(=O)(=O)c2ccccc2)CC1)c1ccc(Br)cc1	-3	3	7	-0.1	9	-2	0	-5
CCc1ccccc1N(C1=NCCCS1)S(=O)(=O)c1ccc(C(C)(C)C)cc1	-6	1	19	0.2	nt	-2	2	-15
C[C@H](NC(=O)c1nc[nH]c1C(=O)NCc1ccc(CNC(=O)OC(C)(C)C)cc1)C(=O)OCc1ccccc1	nt	nt	7	0.0	0	nt	3	nt
O=C(NC[C@H]1CC[C@@H]2[C@@H](CN2Cc2cc(-c3ccccc3)on2)O1)c1ccc2c(c1)OCO2	-3	4	nt	nt	nt	-4	nt	-5
CC(NC(=S)NC1CCCCC1)c1ccc(C(C)(C)C)cc1 (stereo not drawn)	-5	-1	14	-0.3	-1	0	34	nt
Nc1ccc2nc(N3CCOCC3)sc2c1	1	1	-18	0.0	nt	2	nt	9
Cc1ccc(-c2nc3c4ccccc4ccn3c2Cc2cccc(F)c2)cc1	0	nt	-3	0.2	nt	-4	nt	nt
CN(C)C(=O)c1cccc(-c2ccccc2[C@H]2[C@@H](CO)N(C(=O)C3CCCC3)[C@H]2C#N)c1	6	4	-7	0.1	nt	0	nt	-3
CO[C@H]1CN(C)C(=O)c2cc(NC(=O)Nc3c(C)noc3C)ccc2OC[C@@H](C)NC[C@@H]1C	2	1	-4	0.2	-2	-11	1	0
Cc1cccc(C)c1-n1nnnc1C1(C)CCC(=O)N1C1CCN(Cc2ccccc2)CC1 (stereo not drawn)	nt	5	24	0.0	nt	-2	nt	nt
C[C@@H]1CN([C@@H](C)CO)C(=O)c2cc(-c3cccc(C#N)c3)cnc2O[C@@H]1CN(C)C(=O)C1CCC1	5	-1	6	-0.5	-7	7	-3	-3
Cc1ccccc1-c1cnc2c(c1)C(=O)N([C@@H](C)CO)C[C@H](C)[C@@H](CN(C)C(=O)c1ccccc1)O2	nt	nt	5	-0.3	12	nt	1	4

Next results follow:
SMILES	SIRT5 block	ERAP1 inh	LGR2 inh	XiGFP reactiv	Statin myotox sup	S100A4 MyoIIA	Cneo AK release	PGC1a acetyl inh
O=C(CN1CCCc2ccccc21)N1CCc2ccccc21	-3	nt	-6	-0.1	nt	3	-1	15
COc1ccc(CNC(=O)COC(=O)CN2C(=O)C(C)Oc3ccc(C)cc32)cc1 (stereo not drawn)	-1	0	-8	0.1	5	-2	1	nt
CN(CC(=O)NCCC1=CCCCC1)S(=O)(=O)c1ccc2c(c1)c(=O)n(C)c(=O)n2C	2	0	-13	-0.1	-2	-1	-1	-6
O=C(CSc1nc2ccccc2c(=O)[nH]1)c1cccs1	-1	1	-8	nt	-3	1	2	nt

Just XiGFP reactiv and ERAP1 inh (2 entries from above):
compound,XiGFP reactiv,ERAP1 inh
COc1ccc(CNC(=O)COC(=O)CN2C(=O)C(C)Oc3ccc(C)cc32)cc1 (stereo not drawn),0.1,0
CN(CC(=O)NCCC1=CCCCC1)S(=O)(=O)c1ccc2c(c1)c(=O)n(C)c(=O)n2C,-0.1,0

Screening results as filed in PubChem.

These rows are one share of the data (hit frequency here may not be typical).
